Myeloid diff MLP – compounds promoting myeloid differentiation. ER-HoxA9 myeloid progenitors, lysozyme-GFP differentiation, flow cytometry. hit rate 1% among 360,000. AID 624256. calls only at 10 µM;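 active = normalized GFP-positive differentiation at or above the plate's own cutoff, the solvent-only control mean plus 3 SD; inconclusive = no clear call, values can overlap the other calls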;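 also: cells exposed to compound for four days before flow analysis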
WT yeast gro inh – growth inhibition of WT yeast, mitochondrial fusion screen; mitochondrial fusion phenotypic screen, WT strain; inhibition, % at 10 µM; hit rate 2.1% among 190,000; in the data active = inhibition above about 58%; tested in S. cerevisiae
T cell HTS – modulates CD8 T cell binding to vesicles; 2C CD8+ T cell-vesicle binding, flow cytometry; hits give low values; hit rate 0.068% among 330,000; calls only at 7 µM;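 active = response, share of CD8 T cells binding vesicles, and their 90th percentile fluorescence all below set limits, cut at about 80% in these data, passing the limit was not always enough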
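Material: murine 2C transgenic CD8+ T lymphocytes / Also added: QL9-peptide-loaded Drosophila micro-vesicles bearing Ld, ICAM-1 and B7-1 / Schedule: binding step 1.5 h, 37 °C, antibody labelling 20 min, ice / Signal: flow cytometry, PE anti-B7-1 (FL2) versus Alexa647 anti-CD8 (FL8), PFA-fixed / Evaluation: percent CD8+ FL2 mean versus row control / Benchmarks: naked versus QL9-loaded vesicles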
b-catenin transl – modulators of beta-catenin nuclear translocation; hit rate 0.3% among 190,000; AID 1665; nuclear translocation activity, % at 5 µM; HeLa beta-catenin nuclear translocation, immunofluorescence imaging;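 active = nuclear translocation activity above 50% at 5 µM, with a well cell count of 50 or more; inconclusive = wells under 50 cells across six images, flagged as toxic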;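 also: per-cell ratio of nuclear to cytoplasmic median beta-catenin stain intensity; plate controls were DMSO negative control for no effect and GSK-3 inhibitor IX positive control for full effect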
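Signal – beta-catenin immunofluorescence imaging with DAPI · Test system – human HeLa cell line · Dosing – 5 µM primary single dose, 0.1% DMSO, 0.02–20 µM confirmation series · Measure – % activation, nuclear-to-cytoplasmic median beta-catenin signal ratio per cell · Incubation – 24 h compound exposure at 37°C, 5% CO2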
Large T inhibition – SV40 large T antigen inhibitors, biochemical (AID 1903). SV40 large T antigen ATPase/helicase inhibition assay; higher % means a stronger effect. inhibition, % at 20 µM, or IC50 in µM where a hit was titrated. hit rate 0.39% among 310,000; in the data active = a potency from the dose series; inconclusive = inhibition mostly from about 32% at the one dose, without a potency; inactive = the rest, 99 in 100 with inhibition below about 32%; also: strong numbers were not always called active
Rac1 GTP hydrolysis – MgcRacGAP GTPase-activating activity inhibitors, confirmation, biochemical, ADP Hunter fluorescence | AID 624330 | inhibition, % at 30 µM, or IC50 in µM where a hit was titrated | MgcRacGAP-stimulated Rac1 GTP hydrolysis, ADP Hunter fluorescence; higher % means a stronger effect; GST-tagged Rac1 F28L mutant substrate | hit rate 0.6% among 340,000;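 active = first-screen hits whose inhibition reached a set limit at any dose in the follow-up dose series; inconclusive = inhibition above the set first-screen limit but never retested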;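 also: fluorescence reports GDP produced by GAP-driven GTP hydrolysis; strong numbers were not always called active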
West Nile virus CPE – inhibition of WNV-induced cytopathic effect – cell-based, CPE readout (AID 1621) | one-dose CPE inhibition, % at 10 µM; IC50 in µM for titrated hits | West Nile virus-infected cells, CPE inhibition; higher % means a stronger effect | hit rate 0.02% among 290,000; in the data active = a potency from the dose series; inconclusive = CPE inhibition mostly from about 3.7% at the one dose, without a potency; inactive = the rest, 99 in 100 with CPE inhibition below about 2.2%; also: strong numbers were not always called active
RSV CPE inhibition – RSV antiviral activity via CPE protection, HEp-2 cells, primary 10 µM value included (AID 2391) | hit rate 0.13% among 310,000 | HEp-2 cells, RSV-induced CPE inhibition; higher % means a stronger effect | CPE inhibition, % at 10 µM; hits with a dose series show IC50 in µM; in the data active = a potency from the dose series; inconclusive = CPE inhibition mostly from about 23% at the one dose, without a potency; inactive = the rest, 99 in 100 with CPE inhibition below about 21%; also: strong numbers were not always called active
Salmonella PhoP GFP – inhibitors of PhoP regulon expression, primary screen, Salmonella Typhimurium, GFP reporter (AID 1863); hit rate 0.16% among 300,000; inhibition, % at 50 µM, or IC50 in µM where a hit was titrated; S. Typhimurium PhoP-regulated promoter GFP reporter, 4 h; higher % means a stronger effect;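 active = inhibition over 29.93%, a cutoff 3 SD above the screen mean, later confirmed by dose response; inconclusive = inhibition over 29.93% but no dose response follow-up; inactive = inhibition at most 29.93% or unconfirmed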;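 also: 0% = low Mg2+ inducing control and 100% = high Mg2+ repressing control; strong numbers were not always called active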
WT yeast gro inh mutant strain – also measured in WT yeast gro inh; calls as there; inhibition, %; mitochondrial fusion phenotypic screen, mutant strain inhibition
b-catenin transl cell count 5 µM – further read-out of b-catenin transl, marked with its call; cell count; measured here: cell count, cytotoxicity flag
T cell HTS vesicle-bound % – further read-out of T cell HTS, marked with its call; double positive events, %; measured here: CD8+ vesicle-bound cell fraction;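 binding gate set so that unloaded-vesicle control wells show 10% double positive cells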
Myeloid diff MLP GFP+ MAC1+ % – further read-out of Myeloid diff MLP, marked with its call; GFP+ MAC1+ double positive, %; measured here: differentiation confirmed by MAC1 staining
Starred values were filed as active, the others as inactive; & = joins results of further samples.

What do the screens show for `Cc1ccccc1CCN(CC(=O)NCc1ccc(F)cc1)C(=O)c1csnn1`?
Myeloid diff MLP: inactive; T cell HTS: inactive; Large T inhibition: 7%; Rac1 GTP hydrolysis: 4%; West Nile virus CPE: -0.7%; RSV CPE inhibition: 0.5%; Salmonella PhoP GFP: -4%; T cell HTS vesicle-bound %: 32; Myeloid diff MLP GFP+ MAC1+ %: 0.7

Results for COc1ccc(N(C(=O)Cn2nnc(-c3ccc(Cl)cc3)n2)C(C(=O)NCC2CCCO2)c2ccc(C)cc2)cc1 (stereo unspecified) ?
Myeloid diff MLP: inactive; WT yeast gro inh: 19; T cell HTS: inactive; b-catenin transl: 0.8; Large T inhibition: 2%; Rac1 GTP hydrolysis: 7%; West Nile virus CPE: 0.2%; RSV CPE inhibition: 0.6%; Salmonella PhoP GFP: 4%; WT yeast gro inh mutant strain: 23; b-catenin transl cell count 5 µM: 1152; T cell HTS vesicle-bound %: 16; Myeloid diff MLP GFP+ MAC1+ %: 0.3

What do the screens show for `Cc1ccnc(NS(=O)(=O)c2cc(-c3cc(C)no3)ccc2C(C)C)c1`?
Myeloid diff MLP: inactive; T cell HTS: inactive; Large T inhibition: 5%; Rac1 GTP hydrolysis: -3%; West Nile virus CPE: -0.3%; RSV CPE inhibition: 1.4%; Salmonella PhoP GFP: -1%; T cell HTS vesicle-bound %: 47; Myeloid diff MLP GFP+ MAC1+ %: 0.4

Results for COc1ccc(-c2cc(=O)oc3cc(OC(C)C(=O)NCc4ccccn4)ccc23)cc1 (stereo unspecified) ?
Myeloid diff MLP: inactive; T cell HTS: inactive; Large T inhibition: 17%; Rac1 GTP hydrolysis: 1%; West Nile virus CPE: -0.8%; RSV CPE inhibition: 0.8%; Salmonella PhoP GFP: -2%; T cell HTS vesicle-bound %: 44; Myeloid diff MLP GFP+ MAC1+ %: 3.1

What do the screens show for `O=C(C1CC(=O)N(c2ccccc2)C1)N1CCN(C2=NS(=O)(=O)c3ccccc32)CC1` (stereo unspecified)?
Myeloid diff MLP: inactive; WT yeast gro inh: 10; T cell HTS: inactive; Large T inhibition: -1%; Rac1 GTP hydrolysis: 6%; West Nile virus CPE: 0.4%; RSV CPE inhibition: 0.5%; Salmonella PhoP GFP: -3%; WT yeast gro inh mutant strain: 5; T cell HTS vesicle-bound %: 28; Myeloid diff MLP GFP+ MAC1+ %: 0.5

Results for CCCCC1S/C(=N/N=C/c2cccs2)NC1=O (stereo unspecified) ?
Myeloid diff MLP: inactive; WT yeast gro inh: -4; T cell HTS: inactive; b-catenin transl: -0.7; Large T inhibition: 3%; Rac1 GTP hydrolysis: 4%; West Nile virus CPE: 0.8%; RSV CPE inhibition: 0.6%; Salmonella PhoP GFP: -1%; WT yeast gro inh mutant strain: -3; b-catenin transl cell count 5 µM: 952; T cell HTS vesicle-bound %: 25; Myeloid diff MLP GFP+ MAC1+ %: 0.5

How did CCN1CCN(Cc2ccc(NC(=O)c3cc(NC(=O)C(=O)c4c[nH]c5ccccc45)cc(OC)c3)cc2C(F)(F)F)CC1 do in these assays?
Myeloid diff MLP: inconclusive; T cell HTS: inactive; b-catenin transl: 20; Large T inhibition: 6%; Rac1 GTP hydrolysis: 15%&8%; West Nile virus CPE: -0.8%; RSV CPE inhibition: -4.5%; Salmonella PhoP GFP: 2%; b-catenin transl cell count 5 µM: 1231; T cell HTS vesicle-bound %: 37

How did CS(=O)(=O)N1N=C(c2cccs2)CC1c1ccco1 (stereo unspecified) do in these assays?
Myeloid diff MLP: inactive; WT yeast gro inh: 12; T cell HTS: inactive; b-catenin transl: -0.1; Large T inhibition: 2%; Rac1 GTP hydrolysis: 2%; West Nile virus CPE: 0.3%; RSV CPE inhibition: -0.7%; Salmonella PhoP GFP: 5%; WT yeast gro inh mutant strain: 2; b-catenin transl cell count 5 µM: 1596; T cell HTS vesicle-bound %: 26; Myeloid diff MLP GFP+ MAC1+ %: 0.3

How did CC(=O)N1CCCc2ccc(NS(=O)(=O)c3ccccc3)cc21 do in these assays?
Myeloid diff MLP: inactive; T cell HTS: inactive; Large T inhibition: 7%; Rac1 GTP hydrolysis: 3%; RSV CPE inhibition: 0.7%; Salmonella PhoP GFP: 9%; T cell HTS vesicle-bound %: 29; Myeloid diff MLP GFP+ MAC1+ %: 1.4

What do the screens show for `OCC1(CCOc2ccccc2)CCN(CCCn2cccn2)CC1`?
Myeloid diff MLP: inactive; WT yeast gro inh: -1; T cell HTS: inactive; b-catenin transl: 1.5; Large T inhibition: 12%; Rac1 GTP hydrolysis: 5%; West Nile virus CPE: -0.4%; RSV CPE inhibition: -2.1%; Salmonella PhoP GFP: -8%; WT yeast gro inh mutant strain: 4; b-catenin transl cell count 5 µM: 916; T cell HTS vesicle-bound %: 38; Myeloid diff MLP GFP+ MAC1+ %: 1.3

How did O=C(Oc1cccc2c(O)cccc12)c1ccccc1 do in these assays?
Myeloid diff MLP: inactive; WT yeast gro inh: 60*; T cell HTS: inactive; b-catenin transl: -2.6; Large T inhibition: 21%; Rac1 GTP hydrolysis: inconclusive; West Nile virus CPE: -0.1%; RSV CPE inhibition: 7.2%; Salmonella PhoP GFP: 4%; WT yeast gro inh mutant strain: 45*; b-catenin transl cell count 5 µM: 1155; T cell HTS vesicle-bound %: 25; Myeloid diff MLP GFP+ MAC1+ %: 1.3

How did CN(CCc1cnn(C)c1)Cc1nc(Cc2ccccc2)no1 do in these assays?
Myeloid diff MLP: inactive; WT yeast gro inh: -6; T cell HTS: inactive; b-catenin transl: -3.4; Large T inhibition: 6%; Rac1 GTP hydrolysis: 7%; West Nile virus CPE: -0.4%; RSV CPE inhibition: 15%; Salmonella PhoP GFP: -11%; WT yeast gro inh mutant strain: -1; b-catenin transl cell count 5 µM: 1029; T cell HTS vesicle-bound %: 33; Myeloid diff MLP GFP+ MAC1+ %: 0.2

Results for COc1ccc(NC(=O)CN(C)C(=O)c2ccccc2CCc2ccccc2)cc1 ?
Myeloid diff MLP: inactive; T cell HTS: inactive; Large T inhibition: 1%; Rac1 GTP hydrolysis: -7%; RSV CPE inhibition: 1.2%; Salmonella PhoP GFP: -8%; T cell HTS vesicle-bound %: 22; Myeloid diff MLP GFP+ MAC1+ %: 0.5

What do the screens show for `COc1ccc(NC(=O)Nc2cccc(C)n2)c(OC)c1`?
Myeloid diff MLP: inconclusive; T cell HTS: inactive; Large T inhibition: -25%; Rac1 GTP hydrolysis: 4%; West Nile virus CPE: -0.2%; RSV CPE inhibition: 3.5%; Salmonella PhoP GFP: 2%; T cell HTS vesicle-bound %: 9

Results for O=C(CN1C(=O)CCC1=O)Nc1ccc(Cc2ccc(NC(=O)CN3C(=O)CCC3=O)cc2)cc1 ?
Myeloid diff MLP: inactive; WT yeast gro inh: 4; T cell HTS: inactive; b-catenin transl: -3.0; Large T inhibition: 8%; Rac1 GTP hydrolysis: 1%; West Nile virus CPE: -0.5%; RSV CPE inhibition: 1.7%; Salmonella PhoP GFP: -3%; WT yeast gro inh mutant strain: 13; b-catenin transl cell count 5 µM: 1018; T cell HTS vesicle-bound %: 33; Myeloid diff MLP GFP+ MAC1+ %: 0.6

How did NNC(=S)Nc1ccc(S(=O)(=O)N2CCCCC2)cc1 do in these assays?
Myeloid diff MLP: inactive; T cell HTS: inactive; b-catenin transl: 0.3; Large T inhibition: 31%; Rac1 GTP hydrolysis: 0%; West Nile virus CPE: 0.8%; Salmonella PhoP GFP: -8%; b-catenin transl cell count 5 µM: 1328; T cell HTS vesicle-bound %: 26; Myeloid diff MLP GFP+ MAC1+ %: 0.1

What do the screens show for `CCCS(=O)(=O)c1c(S(=O)(=O)CCC)c2cnccn2c1C(=O)c1ccc(OC)cc1`?
Myeloid diff MLP: inactive; T cell HTS: inactive; b-catenin transl: -0.7; Large T inhibition: 14%; Rac1 GTP hydrolysis: 5%; West Nile virus CPE: -0.4%; RSV CPE inhibition: 0.0%; Salmonella PhoP GFP: -2%; b-catenin transl cell count 5 µM: 1279; T cell HTS vesicle-bound %: 46; Myeloid diff MLP GFP+ MAC1+ %: 0.4

What do the screens show for `CC(=O)c1c(C)nc(Nc2nc(C)c3cc(C)ccc3n2)nc1C`?
Myeloid diff MLP: inactive; WT yeast gro inh: -4; T cell HTS: inactive; b-catenin transl: 0.7; Large T inhibition: 2%; Rac1 GTP hydrolysis: 3%; West Nile virus CPE: 1.0%; RSV CPE inhibition: 2.0%; Salmonella PhoP GFP: 4%; WT yeast gro inh mutant strain: 5; b-catenin transl cell count 5 µM: 1066; T cell HTS vesicle-bound %: 2; Myeloid diff MLP GFP+ MAC1+ %: 0.7

How did NNC(=O)COc1ccccc1F do in these assays?
Myeloid diff MLP: inactive; WT yeast gro inh: -20; T cell HTS: inactive; b-catenin transl: -4.4; Large T inhibition: 5%; Rac1 GTP hydrolysis: 2%; West Nile virus CPE: -0.6%; RSV CPE inhibition: 1.0%; Salmonella PhoP GFP: -3%; WT yeast gro inh mutant strain: 4; b-catenin transl cell count 5 µM: 554; T cell HTS vesicle-bound %: 40; Myeloid diff MLP GFP+ MAC1+ %: 0.3

How did Cc1nc2ccc(S(=O)(=O)NC(C(=O)NCc3cccs3)C(C)C)cc2s1 (stereo unspecified) do in these assays?
Myeloid diff MLP: inactive; WT yeast gro inh: 21; T cell HTS: inactive; b-catenin transl: 3.0; Large T inhibition: 6%; Rac1 GTP hydrolysis: 2%; West Nile virus CPE: -0.3%; RSV CPE inhibition: 0.3%; Salmonella PhoP GFP: 6%; WT yeast gro inh mutant strain: 14; b-catenin transl cell count 5 µM: 1002; T cell HTS vesicle-bound %: 48; Myeloid diff MLP GFP+ MAC1+ %: 1.6

Compound activity from PubChem BioAssay.
